# ELG1 genotox = qHTS screen for small molecules that induce genotoxicity in human embryonic kidney (HEK293T) cells expressing luciferase-tagged ELG1; Potency, µM (highest dose often 46 µM), without a hit: at the top dose activity change, positive = activation, hits mostly activators; 330,000 compounds, 1.3% hits; HEK293T ELG1-luciferase reporter, luminescence, 16 h; further: potency means the concentration at half of the fitted maximal effect; % of control where 0% means no effect; nearly all actives have a fitted effect of over 60% in size
#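 HEK293T cells expressing luciferase-tagged ELG1 were treated with compound or DMSO for 16 hr at 37°C. Luciferase activity was then read after 30 min with ONE-Glo at room temperature; rising signal flags genetic stress.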
# TRPV1 ag = HTS Assay for Compounds that Act as Agonists of the Vanilloid Receptor 1. AID 540275, 2011. Transient receptor potential cation channel subfamily V member 1 (Homo sapiens), Q8NER1. activation, % at 8.33 µM. TRPV1-expressing cells, Fluo-8 calcium influx, agonist mode. 320,000 compounds, 0.19% hits; in the data active means activation above about 80%; inconclusive means between about 30% and that limit; further: 0% is about no effect
#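 Cells expressing TRPV1 were dye-loaded with Fluo-8 and read kinetically: 10 s baseline, 3 min after compound (agonist portion), then 2 min after EC20 capsaicin (allosteric enhancer portion). Calcium-bound dye fluorescence at 480/520 nm.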
# p53 reactivation = qHTS assay for re-activators of p53 using a Luc reporter. Potency, µM (doses to about 92.2 µM), for the others: top-dose activity change, positive = activation, actives largely listed as activators. 320,000 compounds, 0.063% hits. H1299 p53-A138V BP100-luciferase reporter, luminescence, 24 h. AID 504706, 2011; further: potency means the concentration at half of the fitted maximal effect; % of control where 0% means no effect; nearly all actives have a fitted effect of over 45% in size
#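 H1299 (p53-null), stable ts p53-A138V + BP100-Luc; 1000 cells/well, Opti-MEM/10% FBS; cpd 4 pt, 1:5; 24 h, 37 deg C, 5% CO2; detection reagent 10 min RT; luminescence.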
# NPC1 promoter act = qHTS Assay for NPC1 Promoter Activators; Huh7 NPC1 promoter luciferase reporter, 24 h; Potency, µM (series often up to 9.22 µM), for inactives: at the top dose activation, hits mostly activators; 320,000 compounds, 2.4% hits; AID 485313, 2010;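 further: potency means the concentration at half of the fitted maximal effect; % of control where 0% means no effect; nearly all actives have a fitted effect of over 60% in size; reporter is driven by a mutant NPC1 promoter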
#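 Huh7 reporter cells (NPC1 promoter driving luciferase) are dosed with compound for 24 h at 37 °C, 5% CO2; luciferase detection reagent is then added and luminescence measured after 10 min at ambient temperature.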
# Gal4-VP16 FLuc = VP16 counterscreen qHTS for inhibitors of ROR gamma transcriptional activity; Potency, µM (titrated, usually from 53.6 µM), without a hit: top-dose activity, negative = inhibition, actives largely listed as inhibitors; AID 2546, 2010; 310,000 compounds, 3.5% hits; Drosophila S2 Gal4-VP16 UAS-luciferase, luminescence, 20 h;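 further: Gal4-VP16 expression switched on by copper sulfate through the metallothionein promoter; potency means the concentration at half of the fitted maximal effect; on the % scale 0 is the no-effect control and ±100 the full control effect; nearly all actives have a fitted effect of over 50% in size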
# BRCA1 expr up = qHTS Assay to Identify Small Molecule Activators of BRCA1 Expression; MCF7-BRCA1-FFLuc reporter, luminescence, 48 h; response scale: scaled: vehicle 0%, 10 µM genistein 100%; Potency, µM (titrated, usually from 46.1 µM), without a hit: top-dose activation, hits mostly activators; 380,000 compounds, 1.1% hits; AID 624202, 2012; further: potency means the concentration at half of the fitted maximal effect; nearly all actives have a fitted effect of over 80% in size; some results filed as inactive show a strong effect at the top dose
#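 Reporter cells (MCF7, BRCA1 promoter-firefly luciferase) received library compounds across a concentration series for 48 h. End-point luminescence was measured and concentration-effect curves derived after normalization.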
# RORg inh = qHTS for inhibitors of ROR gamma transcriptional activity; Nuclear receptor ROR-gamma (Mus musculus), P51450; 310,000 compounds, 5.4% hits; Potency, µM (titrated, usually from 53.6 µM), for inactives: at the highest dose activity change, negative = inhibition, hits mostly inhibitors; Drosophila S2 Gal4-RORgamma UAS-luciferase reporter, 20 h; further: potency means the concentration at half of the fitted maximal effect; on the % scale 0 is the no-effect control and ±100 the full control effect; nearly all actives have a fitted effect of over 60% in size
# Target sequence (P51450 whole entry, looked up, the tested form may be a part): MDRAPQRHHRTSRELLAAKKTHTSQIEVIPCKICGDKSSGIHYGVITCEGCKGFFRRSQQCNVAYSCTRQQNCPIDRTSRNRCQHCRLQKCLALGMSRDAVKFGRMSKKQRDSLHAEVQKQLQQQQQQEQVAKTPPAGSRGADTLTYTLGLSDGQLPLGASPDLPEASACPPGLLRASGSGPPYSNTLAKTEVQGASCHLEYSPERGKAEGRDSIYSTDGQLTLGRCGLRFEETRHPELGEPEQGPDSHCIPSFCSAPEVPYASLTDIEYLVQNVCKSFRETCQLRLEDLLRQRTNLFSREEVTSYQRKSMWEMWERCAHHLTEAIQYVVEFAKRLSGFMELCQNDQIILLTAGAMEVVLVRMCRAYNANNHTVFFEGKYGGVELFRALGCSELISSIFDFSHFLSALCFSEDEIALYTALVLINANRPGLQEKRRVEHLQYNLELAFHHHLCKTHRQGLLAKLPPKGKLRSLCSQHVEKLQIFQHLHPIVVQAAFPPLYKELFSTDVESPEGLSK
#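 Compounds are pin-transferred onto Drosophila Schneider cells expressing a copper-inducible Gal4–ROR gamma transactivation domain fusion. After 1 hr, copper sulfate is added to 700 uM final; luciferase is read 20 hr later.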
# Rab9 prom act = qHTS Assay for Rab9 Promoter Activators. Huh7 Rab9 promoter-luciferase reporter, luminescence, 24 h. Potency, µM (highest dose often 9.22 µM), inactives show at the highest dose activation, negative = inhibition, most hits filed as activators. 320,000 compounds, 2.8% hits; further: potency means the concentration at half of the fitted maximal effect; % of control where 0% means no effect; nearly all actives have a fitted effect of over 60% in size
#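 Luciferase signal after 10 min detection reagent at ambient indicates Rab9 promoter upregulation; stably transfected Huh7 cells were treated 24 h with compound in DMSO at 37 °C, 5% CO2.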
# Tb PFK inh = qHTS Assay to Find Inhibitors of T. brucei phosphofructokinase; Potency, µM (series often up to 57.5 µM), for inactives: top-dose activity, negative = inhibition, actives largely listed as inhibitors; T. brucei PFK, ADP-Glo luminescence; 330,000 compounds, 0.17% hits; ATP-dependent 6-phosphofructokinase (Trypanosoma brucei brucei), O15648;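 further: potency means the concentration at half of the fitted maximal effect; 0% = uninhibited 1x PFK enzyme wells and -100% = no-enzyme wells; nearly all actives have a fitted effect of over 60% in size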
#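 Activity is normalized to no-enzyme wells (full inhibition) and 1.25 nM enzyme wells (no inhibition). Reaction: 0.5 mM F6P, 0.1 mM ATP, 45 min RT, ADP-Glo luminescence; concentration-response curves fitted and classed by quality.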
# FLuc counter = qHTS profiling assay for firefly luciferase inhibitor/activator using purifed enzyme and Km concentrations of substrates (counterscreen for miR-21 project); 360,000 compounds, 6.9% hits; Potency, µM (doses to about 57.5 µM), for the others: top-dose activity change, negative = inhibition, hits mostly inhibitors; AID 588342, 2011; Luciferin 4-monooxygenase (Photinus pyralis), P08659; purified FLuc, Km substrates, luminescence inhibition;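 further: potency means the concentration at half of the fitted maximal effect; plate controls were vehicle for no effect and reference inhibitor for full effect; nearly all actives have a fitted effect of over 55% in size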
# Target sequence (P08659 whole entry, looked up): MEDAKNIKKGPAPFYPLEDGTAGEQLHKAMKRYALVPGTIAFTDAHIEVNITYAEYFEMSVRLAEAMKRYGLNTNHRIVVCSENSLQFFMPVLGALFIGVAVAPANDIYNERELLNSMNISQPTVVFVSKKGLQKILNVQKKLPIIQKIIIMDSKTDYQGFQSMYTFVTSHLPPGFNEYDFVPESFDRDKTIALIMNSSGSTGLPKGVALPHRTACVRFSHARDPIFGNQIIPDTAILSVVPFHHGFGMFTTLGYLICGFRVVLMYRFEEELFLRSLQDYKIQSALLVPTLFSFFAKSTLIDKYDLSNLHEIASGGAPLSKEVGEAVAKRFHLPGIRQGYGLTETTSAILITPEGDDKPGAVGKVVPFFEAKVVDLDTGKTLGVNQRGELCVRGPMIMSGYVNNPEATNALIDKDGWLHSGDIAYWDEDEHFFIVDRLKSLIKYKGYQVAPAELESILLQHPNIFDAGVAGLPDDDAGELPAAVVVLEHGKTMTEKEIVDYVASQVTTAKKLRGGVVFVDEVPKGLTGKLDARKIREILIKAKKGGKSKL
#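 Purified P. pyralis luciferase, 10 nM final, with Km-level 10 uM D-luciferin and 10 uM ATP in 50 mM Tris acetate pH 7.5, 10 mM Mg acetate, 0.01% Tween-20, 0.05% BSA; 6-point qHTS titration about 60 µM downward; luminescence read.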
# ELG1 DNA repair = qHTS screen for small molecules that inhibit ELG1-dependent DNA repair in human embryonic kidney (HEK293T) cells expressing luciferase-tagged ELG1; HEK293T ELG1-luciferase reporter, luminescence, 16 h; DNA damage induced by 5-fluorouridine; Potency, µM (highest dose often 46.1 µM), without a hit: at the top dose activity change, negative = inhibition, actives largely listed as inhibitors; 330,000 compounds, 2.3% hits; AID 504467, 2011; further: potency means the concentration at half of the fitted maximal effect; on the % scale 0 is the no-effect control and ±100 the full control effect; nearly all actives have a fitted effect of over 55% in size
#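 Luminescence from the luciferase reporter, measured 30 min after ONE-Glo reagent at room temperature, was the read-out. Beforehand, 2,000 cells per well were exposed for 16 hr at 37 °C to 5-fluorouridine together with compound or vehicle.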
# Numbers without * were called inactive; ? = inconclusive; . = no result given; & = joins results of further samples; [ ] = remark or other dose. Unless noted, the call rests on the fitted dose curve; in most records, active means well fitted curve in the direction sought with a large enough effect; inconclusive means small, poorly fitted or top-dose-only effect, or another doubt; inactive means no such curve, though single readings can be large; an effect the other way counts as inactive or inconclusive.
# Values run as follows: ELG1 genotox | TRPV1 ag | p53 reactivation | NPC1 promoter act | Gal4-VP16 FLuc | BRCA1 expr up | RORg inh | Rab9 prom act | Tb PFK inh | FLuc counter | ELG1 DNA repair
> CCOC(=O)c1ccc(Nc2cc(C)nc3ncnn23)cc1
→ 8% | 2 | -10% | 10% | 1% | -26% | -25% | -3% | 4% | -5% | ?
> CSc1ncccc1C(=O)OCC(=O)N1CC2(C)CC1CC(C)(C)C2 (centres undefined)
→ -5% | . | -2% | . | . | -2% | . | . | -4% | . | -28%
> O=C(Nc1cc(S(=O)(=O)N2CCCCC2)ccc1N1CCCCC1)c1ccncc1
→ -3% | ? | 6% | -1% | 6% | -19% | -13% | 1% | -7% | 1% | -18%
> COc1ccc(NC(=S)NNC(=O)c2ccc(S(=O)(=O)N3CCOCC3)cc2)cc1
→ -5% | 2 | 14% | -6% | -9% | -18% | -27% | -4% | -2% | 2% | -2%
> CCOc1ccc(CCNC(=O)c2cccc(S(=O)(=O)N3CCN(C(C)=O)CC3)c2)cc1OCC
→ 1% | -1 | -7% | -3% | . | -10% | . | -9% | 1% | 1% | -2%
> COc1ccc(NC(=O)Nc2ccc3nsnc3c2)cc1
→ 7% | 11 | 11% | 1.8µM* | 3% | 2.5µM* | 31% | ? | -9% | 6.7µM* | ?
> Cc1ccc(S(=O)(=O)c2ccc(-n3nc(C)cc3N)cc2)cc1
→ -6% | 1 | -2% | -7% | -7% | -16% | 2% | 3% | 0% | -2% | -13%
> Cc1ccc(S(=O)(=O)Nc2c(C)n(C)n(-c3ccccc3)c2=O)cc1C(=O)NCc1ccccn1
→ -3% | 4 | -4% | 2% | -20% | -17% | -23% | 2% | 2% | 0% | -3%
> Clc1ccc(C2=Nn3c(nnc3-c3n[nH]c4c3CCC4)SC2)cc1Cl
→ ? | ? | -10% | -9% | ? | -91% | ? | -5% | -6% | 0% | ?
> CCOc1ccc(CNC(=S)N/N=C/c2cccnc2)cc1
→ 3% | 12 | 15% | 3% | ? | 11% | 7.9µM* | -4% | 7% | -17% | ?
> COC(=O)c1sccc1NC(=O)CSc1ccc(Cl)cc1
→ -1% | 19 | -7% | -1% | 1% | 5% | -6% | -5% | 5% | 0% | 0%
> O=C(COC(=O)c1ccc[nH]c1=O)NCCCc1ccccc1
→ 1% | 1 | 7% | -2% | . | 22% | . | -8% | -6% | 4% | 25%
> O=C(Nc1ccccc1)Nc1nnc(Cc2ccc([N+](=O)[O-])cc2)s1
→ 3% | -4 | 2% | 2% | ? | -35% | -44% | -5% | -5% | 1% | 5%
> CCOc1ccc(C2C(C(=O)O)CCC(=O)N2C2CCCCC2)cc1 (centres undefined)
→ 2% | 1 | 3% | -5% | -12% | 0% | 4% | -6% | 5% | 3% | 10%
> CC(=O)Nc1ccc(NS(=O)(=O)c2ccc3c(c2)n(C)c(=O)n3C)cc1
→ 4% | -1 | . | 1% | -13% | -45% | 5% | 8% | 4% | 1% | -1%
> COc1cc([N+](=O)[O-])ccc1NC(=O)COC(=O)c1ccc(NC(N)=O)cc1
→ -1% | -5 | -7% | -4% | -1% | -25% | -10% | -3% | -4% | 0% | 1%
> CC(C)Cc1nc2n[nH]c(N)c2c2c1COC(C)(C)C2
→ 8% | 1 | -3% | 0% | 6% | -4% | -7% | -1% | -2% | 2% | 12%
> CN(C(=O)Nc1ccccc1)C1CCS(=O)(=O)C1 (centres undefined)
→ 1% | -4 | -3% | -3% | -5% | -16% | -9% | 0% | -1% | -3% | -1%
> CCN(CC)CCN(Cc1cc2cccc(C)c2[nH]c1=O)C(=S)Nc1ccccc1
→ -2% | 13 | 1% | 2% | -11% | -3% | -19% | -6% | -7% | -3% | ?
> Cc1ccc(NC(=O)c2nc[nH]c2C(=O)NCCCCCNC(=O)OC(C)(C)C)cc1
→ -8% | 20 | -6% | -3% | . | -83% | . | -1% | 0% | 3% | 23µM*
> O=C(CSc1nnc(NC(=O)C2CC2)s1)NCc1cccs1
→ 2% | -8 | 6% | 0% | 2% | -5% | 3% | -1% | -2% | -2% | 3%
> COc1ccc2oc(C(=O)C3CC3)c(N)c2c1
→ ? | 23 | ? | ? | ? | 6.3µM* | 26% | ? | 0% | 13µM* | ?
> Cc1ccc(S(=O)(=O)N2CCCCCC2)cc1[N+](=O)[O-]
→ 1% | -4 | -3% | 1% | -3% | -18% | 9%[10 µM] | 2% | 1% | 6% | -2%
> N#Cc1cccc(NC(=O)COc2ccc(-n3ccnc3)cc2)c1
→ -22% | 2 | -8% | 0% | ? | 10% | -1% | -1% | -20% | -4% | 13µM*
> O=C(O)c1ccc(COc2ccc(Cl)cc2)o1
→ ? | -2 | ? | 30% | 20% | ? | -4% | 23% | -1% | 27µM* | ?
> COCCNC(=O)CCn1c(=O)oc2ccccc21
→ 3% | 1 | 9% | -4% | 1% | 0% | 2% | 2% | 1% | 0% | 16%
> CCOc1ccc(NC(=O)CCNS(=O)(=O)c2ccc3c(c2)oc(=O)n3C)cc1
→ -2% | -2 | -3% | 3% | 3% | 9% | -8% | 0% | 1% | 3%&0% | 5%
> Cc1ccc2nc(Cl)c(CN(Cc3cccs3)C(=O)C3CC3)cc2c1
→ -6% | 13 | -13% | 2% | -5% | -16% | 13% | 0% | -5% | 2% | -26%
> Oc1ccccc1CN1CCCC(N2CCN(c3cccc(C(F)(F)F)c3)CC2)C1 (centres undefined)
→ -11% | 6 | 11% | 1% | -4% | -13% | 21%[1.91 µM] | 5% | -4% | -1% | -26%
> CC(=O)Nc1cc2c(cc1NC(=O)Cn1nc(-c3ccccc3F)ccc1=O)OCCO2
→ -6% | -1 | 0% | -5% | 3% | -11% | -14% | 1% | 0% | 5% | -18%
> CCOC(=O)c1c(C)[nH]c(C)c1C(=O)CSc1nnc(N)s1
→ 1% | -1 | 1% | 1% | 0% | -21% | -17% | 1% | -3% | -5% | 12%
> CCOC(=O)C1CCN(C(=O)Nc2ccc3oc(C)nc3c2)CC1
→ -3% | 0 | 4% | -1% | -14% | 15% | -7% | 3% | -2% | 1% | 20%
> Cc1cccc(C(=O)OCC(=O)NN2C(=O)NC3(CCC(C)CC3)C2=O)c1O (centres undefined)
→ 1% | 1 | 4% | 0% | . | -5% | . | -2% | 0% | 1% | ?
> CC(C)CCC(C)NC(=O)CN1C(=O)NC(C)(c2ccc3ccccc3c2)C1=O (centres undefined)
→ -12% | 3 | -3% | 2% | -4% | 1% | 9% | -2% | ? | -3% | -8%
> O=C(COc1ccc(Br)cc1)Nc1ccccc1N1CCCC1
→ -5% | 19 | 0% | 3% | 2% | -45% | 11% | -4% | -8% | 3% | -4%
> CN1CCN(CCCNC(=O)c2ccc(NC(=O)C3=CSCCO3)cc2)CC1
→ 10% | 1 | 17% | 1% | 3% | 3% | -4% | 15% | -5% | 2% | ?
> COc1ccc(CN2CCNC(=O)C2CC(=O)NCCCn2nnc3ccccc32)cc1C (centres undefined)
→ 13% | 2 | -5% | -1% | -2% | -11% | 12% | 3% | 3% | -1% | 13%

# Quoted at random: 3 compounds from above, in no set order.
# Values run as follows: ELG1 genotox | TRPV1 ag | p53 reactivation | NPC1 promoter act | Gal4-VP16 FLuc | BRCA1 expr up | RORg inh | Rab9 prom act | Tb PFK inh | FLuc counter | ELG1 DNA repair
> Cc1ccc(NC(=O)c2nc[nH]c2C(=O)NCCCCCNC(=O)OC(C)(C)C)cc1
→ -8% | 20 | -6% | -3% | . | -83% | . | -1% | 0% | 3% | 23µM*
> Clc1ccc(C2=Nn3c(nnc3-c3n[nH]c4c3CCC4)SC2)cc1Cl
→ ? | ? | -10% | -9% | ? | -91% | ? | -5% | -6% | 0% | ?
> O=C(COc1ccc(Br)cc1)Nc1ccccc1N1CCCC1
→ -5% | 19 | 0% | 3% | 2% | -45% | 11% | -4% | -8% | 3% | -4%

# Source: PubChem (National Center for Advancing Translational Sciences (NCATS))
